KAT2A inh: blocks human GCN5L2 histone acetyltransferase | GCN5L2 HAT assay, ThioGlo1 CoA-SH fluorescence | Potency, µM (doses to about 58.9 µM), for inactives: top-dose activity change, negative = inhibition, usual class: inhibitors | Q92830 | 0.21% of 390,000 active
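ThioGlo1-coupled HAT assay: 20nM GCN5L2, 70uM acetyl-CoA, 75uM H3(1-25) peptide, pH 7.5. Fluorescence read at 340/540nm at start and after 20 min at room temperature.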
N370S GC mod: inhibitors or activators of N370S glucocerebrosidase for Gaucher disease | N370S GC spleen homogenate, 4MU-glucoside fluorescence | Potency, µM (highest dose often 59.4 µM), for the others: at the top dose activity change, negative = inhibition, most hits filed as inhibitors | 0.092% of 330,000 active;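 further: 0% = full enzyme activity and -100% = no enzyme basal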
FEN1 inhibitor: human FEN1 inhibition; 0.35% of 390,000 active; Recombinant FEN1 flap cleavage, fluorescence, 15 min; Potency, µM (series often up to 114 µM), for the others: at the highest dose activity change, negative = inhibition, most hits filed as inhibitors; P39748; further: nearly all actives have a fitted effect of over 65% in size
Target sequence (P39748 whole entry, looked up): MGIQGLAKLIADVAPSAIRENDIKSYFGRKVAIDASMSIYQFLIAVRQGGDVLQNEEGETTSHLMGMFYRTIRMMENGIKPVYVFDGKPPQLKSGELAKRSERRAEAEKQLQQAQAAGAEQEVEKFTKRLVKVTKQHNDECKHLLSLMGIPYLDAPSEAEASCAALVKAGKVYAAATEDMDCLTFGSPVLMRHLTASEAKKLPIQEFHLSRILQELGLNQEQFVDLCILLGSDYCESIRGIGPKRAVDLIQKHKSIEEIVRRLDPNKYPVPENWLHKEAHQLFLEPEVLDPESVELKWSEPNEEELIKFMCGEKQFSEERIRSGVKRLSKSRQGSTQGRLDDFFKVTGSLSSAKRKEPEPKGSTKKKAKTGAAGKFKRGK
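In this screen, 50 nM flap DNA substrate was added to 10 nM FEN1 pretreated with compound for 15 min at room temperature; cleavage was followed with reads at 0 and 15 min, and Hill fitting gave concentration–response parameters.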
The depositor's hits bear a star; ? = inconclusive; · = not tested or not shown; & = joins results of further samples; [ ] = another dose, or the depositor's remark. The call rests on the fitted dose curve; in most records, active means well fitted curve in the direction sought with a large enough effect; inconclusive means small, poorly fitted or top-dose-only effect, or another doubt; inactive means no such curve, though single readings can be large; an effect the other way counts as inactive or inconclusive. Unless noted, on the % scale 0 is the no-effect control and ±100 the full control effect; potency means the concentration at half of the fitted maximal effect. Rows are unselected, and some 0.54% of all compounds hit somewhere here.

compound | KAT2A inh | N370S GC mod | FEN1 inhibitor
Cc1nc2ccc(-c3nc4cc(N)ccc4o3)cc2[nH]1 | ? | -15% | ?
C/C(=N/Nc1cc(-c2ccccc2)nc(-c2ccccc2)n1)c1ccc(O)cc1 | -12% | -5% | -14%
N#Cc1c(NC(=O)COC(=O)c2ccc(O)cc2O)sc2c1CCC2 | -5% | · | -12%
COc1ccc(-n2cnnc2SCC(=O)NC2CCS(=O)(=O)C2)cc1 (centres undefined) | · | -2% | -6%
CCOc1ccccc1NC(=O)c1cc(=O)c2ccc(C)cc2o1 | -5% | · | -1%
CC(=O)NNc1nc(-c2ccccc2)c2cc(Br)ccc2n1 | -6% | 1% | -3%
CCCC1(CCC)NC(=O)N(CC(=O)N2CCN(C(=O)c3ccco3)CC2)C1=O | -5% | 17% | -2%
Cc1cc(C(=O)Cn2nc(C(=O)O)c3ccccc3c2=O)c(C)n1CC(F)(F)F | -6% | 1% | 1%
O=c1[nH]c(Cc2cccc(C(F)(F)F)c2)nc2ccccc12 | 20% | -18% | 15%
O=C(Nc1ccc(N2CCOCC2)cc1)C1CCCN(S(=O)(=O)c2ccccc2)C1 (centres undefined) | 3% | -1% | -1%
O=C(O)c1ccc(Nc2c3ccccc3nc3ccccc23)cc1 | -23% | ? | -1%
Cc1cc(Br)ccc1NC(=O)CNC(=O)COc1ccccc1C | 0% | -2% | -1%
O=C(NCCC1=CCCCC1)c1ccc(Cl)cc1 | -1% | 18% | ·
Cc1ccc(-c2nc3ncccn3c2Nc2ccc3c(c2)OCCO3)cc1 | -4% | -11% | 1%&3%
Cc1cc(C)cc(N(C(C)C(=O)N2CCCCC2)S(C)(=O)=O)c1 (centres undefined) | 2% | 9% | 9%
O=C(c1cnn(C(=O)c2ccc(O)cc2)c1)c1ccccc1O | -7% | 23% | ·
C/C=C/C(=O)Nc1ccccc1Br | -4% | 12% | -4%
O=C(CN1c2cccc3cccc(c23)S1(=O)=O)NCCc1ccc(F)cc1 | -6% | · | -20%
O=C(Nc1cc(Br)ccc1O)c1cnn2c(C(F)F)cc(C3CC3)nc12 | -4% | 11% | 3%
NNC(=O)C12CC3CC(C1)CC(n1ncnn1)(C3)C2 | 3% | -6% | -13%
O=C(Oc1ccc(-c2nnco2)cc1)c1ccc(Br)o1 | 1% | -3% | 18%
O=C1SC(c2ccccc2)=C/C1=C\N1CCCCC1 | -10% | 13% | 3%
Cc1ccc(C(=O)CCC(=O)OCC(=O)Nc2ccc3[nH]c(=O)[nH]c3c2)cc1 | -3% | -9% | -1%
O=C(c1ccco1)N1CCN(c2ncnc3c2[nH]c2ccc(Br)cc23)CC1 | -9% | 1% | ?
Nc1c(S(=O)(=O)O)cc(Nc2ccc(Nc3nc(Cl)nc(Nc4ccc(S(=O)(=O)O)cc4)n3)c(S(=O)(=O)O)c2)c2c1C(=O)c1ccccc1C2=O | 20µM* | -1% | 2µM*
COc1ccc(NC2c3ccccc3C(=O)N2Cc2ccco2)cc1OC (centres undefined) | -11% | -12% | -2%
CCC(NC(=O)CSc1nnnn1C1CC1)c1ccc(Br)cc1 (centres undefined) | 1% | · | -2%
Cc1cc(C)cc(Nc2cc(C)nc3nc(-c4ccco4)nn23)c1 | -16% | · | 12%
O=C(c1ccccc1)c1ccc(C(=O)N2CCOCC2)cc1 | -3% | 9% | 0%
CC(=O)Nc1ccc(S(=O)(=O)N2CCN(C(=O)Cc3ccccc3)CC2)cc1 | -8% | -4% | -2%
Nc1[nH]c(=O)[nH]c(=O)c1N=Nc1cccc(Cl)c1 | -5% | 9% | 15%
CC(=O)CC(C)(C)NC(C)=S | 0% | 1% | -9%
Cc1ccc(C)c(NS(=O)(=O)c2cc(C(=O)NCC3CCCO3)ccc2C)c1 (centres undefined) | 1% | ? | 11%
COc1ccc(C(=O)Cn2c3ccccc3n3nc(CCC(=O)O)c(=O)nc23)cc1OC | -3%[0.501 µM] | 0% | 2%
COc1ccc(NC(=O)CCCS(=O)(=O)c2nc(-c3ccc(OC)c(OC)c3)cc(C(F)(F)F)n2)cc1OC | -9% | · | -21%
O=C(CCl)c1ccc2c(c1)CCN2C(=O)C1CC1 | 14% | 5% | ·
Cc1ccc(SCC2=NN(c3nc(C)cc(C)n3)C(=O)C2)cc1 | -3% | 10% | -11%
O=C(Nc1ccc(Cl)cc1Cl)c1cc(S(=O)(=O)N2CCC3(CC2)OCCO3)ccc1F | 2% | · | 15%
CCOc1ccc(C(=O)Nc2ccccc2C#N)cc1[N+](=O)[O-] | 2% | 3% | -1%
CC1(C)N=C(c2ccc(Cl)cc2Cl)C(=O)N1 | -6% | -6% | -11%

Fetched by compound from the list above (6):
compound | KAT2A inh | N370S GC mod | FEN1 inhibitor
O=C(CCl)c1ccc2c(c1)CCN2C(=O)C1CC1 | 14% | 5% | ·
CCOc1ccc(C(=O)Nc2ccccc2C#N)cc1[N+](=O)[O-] | 2% | 3% | -1%
Nc1[nH]c(=O)[nH]c(=O)c1N=Nc1cccc(Cl)c1 | -5% | 9% | 15%
COc1ccc(NC(=O)CCCS(=O)(=O)c2nc(-c3ccc(OC)c(OC)c3)cc(C(F)(F)F)n2)cc1OC | -9% | · | -21%
Cc1ccc(SCC2=NN(c3nc(C)cc(C)n3)C(=O)C2)cc1 | -3% | 10% | -11%
CC1(C)N=C(c2ccc(Cl)cc2Cl)C(=O)N1 | -6% | -6% | -11%

Continued:
compound | KAT2A inh | N370S GC mod | FEN1 inhibitor
CCOc1ccccc1N1C(=O)c2ccc(C(=O)Nc3cccnc3)cc2C1=O | -4% | -24% | -11%
CCCCCC(=O)Nc1nc(C)c(-c2csc(Nc3ccc(Cl)cc3)n2)s1 | -6% | · | 9%
O=C(COC(=O)c1ccc2c(c1)OCO2)Nc1cccc(F)c1 | -3% | · | 16%
CCOc1ncccc1C(=O)OCc1cn2cc(Cl)ccc2n1 | 2% | -2% | 6%
CCOc1ccc(-n2ccnc(SCC(=O)Nc3ccc(CC)cc3)c2=O)cc1 | -3% | 4% | -10%
CNC(=S)N1CCC(Cc2ccccc2)CC1 | 1% | -3% | -6%
COc1cccc(CCNC(=O)C2CCC(=O)N(Cc3cccc(OC)c3)C2)c1 (centres undefined) | 0% | -2% | -13%
CC(=O)Nc1nc(-c2ccccc2)nc(-c2ccccc2OC(C)=O)n1 | -7% | 4%[2.35 µM] | 2%
CCNC(=O)N(CC)C[C@H]1N[C@@](Cc2ccccc2)(C(=O)OC)[C@H]2C(=O)N(C)C(=O)[C@@H]12 | -6% | · | 0%
COC(=O)c1c(O)c2ccccc2[nH]c1=O | 0% | 1% | -5%
COc1ccc(NC(=O)c2cc(-c3ccccc3)nc3c2cnn3C(C)C)cc1 | -10% | · | 1%
CCc1ccc(Nc2oc(C)cc(=O)c2C(C)=O)cc1 | -2% | 2% | 1%
CCOc1ccc2nc(SC(C)C(N)=O)[nH]c2c1 (centres undefined) | -1% | 1% | 8%
COCCCNC(=O)Cn1cnc2sc(C)c(S(=O)(=O)N3CCN(c4ccccc4OC)CC3)c2c1=O | -5%&-7% | 2% | 14%&3%
O=C(COc1ccccc1)NC1=NCCS1 | -4% | · | 10%
Cn1c(SCC(=O)NNC(=O)c2ccc(Br)cc2)nnc1-c1cccnc1 | -16% | -2% | -1%
Cc1ccc(NC(=S)c2ccncc2)c(C)c1 | -7% | -5% | -12%
CCN(CC)S(=O)(=O)c1ccc(OC)c(NC(=O)C(Cc2ccccc2)N2C(=O)c3ccccc3C2=O)c1 (centres undefined) | 0% | 4% | ·
COc1ccccc1N(CC(N)=O)S(=O)(=O)c1ccc(C)cc1 | 1% | 0% | 3%
Cc1cc(C)c2c(C)nn(-c3ccccc3)c2n1 | 8% | 10% | -6%
C=CCn1c(SCC(=O)Nc2ccc(C(=O)OC(C)C)cc2)nnc1-c1cccs1 | 1% | 5% | 2%
C=C(Br)Cn1cnc2ccccc21 | -3% | 1% | -4%
Cc1ccc(CS(=O)(=O)CCC(=O)NC2CC2)cc1 | -3% | 8% | -4%
Cc1ccc(-c2nn(-c3ccccc3)cc2C(=O)Nc2cccc(S(=O)(=O)N3CCOCC3)c2)cc1 | 22% | 7% | -18%
Cc1nccn1-c1c2c(c(C#N)c3nc4ccccc4n13)CCC2 | -5% | 10% | 0%
CCCOC(c1ccccc1)(c1ccccc1)C(Oc1nc(C)cc(C)n1)C(=O)O (centres undefined) | -10% | -4% | 0%
COc1ccc(OCCSc2nnc(CC(=O)Nc3cccc(Cl)c3Cl)n2C)cc1 | -5% | 11% | -21%
CN1CCN(C(=O)c2cc(Cl)cc(Cl)c2)CC1 | -2% | -1% | 0%
CC(=O)OC[C@H]1O[C@@H](O/N=C/C[C@@H]2C=C[C@H](OC(C)=O)[C@@H](COC(C)=O)O2)[C@H](OC(C)=O)[C@@H](OC(C)=O)[C@@H]1OC(C)=O | -5% | 5% | ·
COc1cccc(CN2CC(C(=O)NCCC3=CCCCC3)CCC2=O)c1 (centres undefined) | -5% | -12% | -11%
COc1ccc(-c2nc(CN3CCC(C(=O)N4CCOCC4)CC3)c(C)o2)cc1C | -8% | 0% | -3%
CC12CC3CC(C)(C1)CC(C(=O)N1CCCC1)(C3)C2 | 3% | -2% | 3%
O=C(CNC(=O)c1ccccc1F)OCc1cc(=O)n2nc(C3CC3)sc2n1 | 16% | · | 12%
COc1ccc(CN(N=O)C2CC(=O)N(c3ccc(OC)cc3)C2=O)cc1 (centres undefined) | 4% | -3% | 0%
CC(=O)Nc1ccc(S(=O)(=O)Nc2nc3ccccc3nc2Nc2ccc(O)cc2)cc1 | -3% | -24% | 6%
NS(=O)(=O)c1ccc(NC(=O)N[C@@H](Cc2ccccc2)C(=O)O)cc1 | -2% | -3% | -3%
CC(c1ccccc1)N1C(=O)c2ccc(C(=O)NCc3ccco3)cc2C1=O (centres undefined) | -5% | 11% | -1%
COc1ccc(NC(=O)Cn2c(=O)n(-c3cccc(C(F)(F)F)c3)c(=O)c3sccc32)cc1 | -2% | · | 21%
COc1ccc(C)cc1NC(=O)C(=O)NCc1ccncc1 | 2% | -4% | -4%
O=C(COC(=O)c1cc(S(=O)(=O)N2CCCC2)ccc1O)Nc1ccc(F)cc1F | -3% | · | 2%
CCCCCCCCCCCCCCCC(=O)OC[C@@H](COP(=O)([O-])OCC[N+](C)(C)C)OC(=O)CCCCCCCCCCCCCCC | 47%[activator] | -4% | ·
CN(C)c1ccc(C(=O)N(Cc2ccccc2)Cc2ccccc2)cc1 | 1% | 4% | -10%
Cc1cccc(CNc2ncnc3ccc(-c4ccccc4CN(C)C)cc23)c1 | -7% | ? | ·
NS(=O)(=O)c1cc(C(=O)OCC(=O)c2ccccc2)c(Cl)cc1Cl | -29% | 7% | 0%
COc1ccc(C(=O)NCc2ccc(C)cc2)cc1S(=O)(=O)N1CCCC1 | -9% | · | -7%
Cc1cccc(NC(=O)CSc2nc3c([nH]c4ccccc43)c(=O)n2-c2ccc(F)cc2)c1C | 0% | · | 1%
Cc1cccn2c(=O)cc(COc3ccc(NC(=O)c4cccc(F)c4)cc3)nc12 | 15% | · | 17%
O=C(O)C1CCN(Cc2ccccn2)CC1 | -12% | -6% | -3%
O=C(Nc1ccc(Cl)c(Cl)c1)Nc1ccon1 | -9% | -6% | 1%
c1ccc2nc(N3CCN(Cc4ccc5c(c4)OCO5)CC3)cnc2c1 | -3% | -8% | -8%

Later entries:
compound | KAT2A inh | N370S GC mod | FEN1 inhibitor
COc1ccc(CNCc2cccc(OC)c2OC)cc1Br | -4% | -4% | -4%
CC1=C(C(=O)OCC(C)C)C(c2ccsc2)NC(=O)N1 (centres undefined) | -4% | 12% | -14%
CCc1ccc(NC(=O)c2nn(-c3ccc(C)cc3)c(=O)n(C)c2=O)cc1 | -2% | · | 1%
O=C(/C=C/c1ccccc1)N/C(=C/c1ccccc1)C(=O)Nc1ccccc1O | 1% | 3% | -22%
CC(=O)C1=C(O)C(=O)N(Cc2ccco2)C1c1ccccc1F (centres undefined) | -8% | 4% | -8%
COC(=O)c1ccccc1NC(=O)c1cc(-c2ccc(C)cc2)on1 | -11% | 4% | -2%
CC(=O)Nc1ccc(/C=N/NC(=O)CNS(=O)(=O)c2ccccc2)cc1 | -5% | -22% | 3%
CC1CCN(S(=O)(=O)c2ccc(NC(=O)Cc3ccc(S(=O)(=O)N4CCOCC4)s3)cc2)CC1 | ? | -3% | -6%
Nc1nc(-c2ccc(Cl)cc2)c(S(=O)(=O)c2ccccc2)s1 | -18% | -4% | -4%
Cc1ccccc1C(=O)Nc1ccnn1C1CCN(Cc2ccc(CO)o2)CC1 | -1% | -4% | 19%
CC(C)(C)c1ccc(C2C(C#N)=C(N)Oc3n[nH]c(-c4cccnc4)c32)cc1 (centres undefined) | 4% | -26% | 0%
CC(=O)NC1=NN(C(C)=O)C(C)(CC(=O)OC(C)(C)C)S1 (centres undefined) | 3% | 5% | -2%
CC(C)COc1ccc(C(=O)Nc2ccccc2[N+](=O)[O-])cc1 | 4% | 8% | -2%
C/C(=N\NC(=O)c1cccc([N+](=O)[O-])c1)c1cccs1 | -23% | -6% | 11%
